Compound activity as filed in PubChem BioAssay.
ABHD5-PLIN5 inh: inhibitors of human ABHD5-perilipin-5 interaction. Split G. princeps luciferase complementation, luminescence, 4 h. inhibition, % at 4 µM. 360,000 tested, 0.78% active;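 active = inhibition above the mean inhibition across every tested compound plus 3 SD, cut at about 22% in these data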;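 also: 0% = DMSO only wells and the 100% control is not disclosed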
NCOA3 inh: human NCOA3 inhibition; inhibition, % at 3.6 µM; Q9Y6Q9; AID 588352; HEK293 GAL4-SRC3 luciferase reporter, luminescence; 360,000 tested, 0.17% active;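 active = inhibition above a per-campaign cutoff, the mean of all compounds plus 3 SD, cut at about 60% in these data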;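 also: 0% = DMSO-treated cells and 100% = gossypol-treated cells at 36 µM; higher means less SRC3-driven luciferase light from the GAL4 reporter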
Target sequence (Q9Y6Q9 whole entry, looked up, the tested form may be a part): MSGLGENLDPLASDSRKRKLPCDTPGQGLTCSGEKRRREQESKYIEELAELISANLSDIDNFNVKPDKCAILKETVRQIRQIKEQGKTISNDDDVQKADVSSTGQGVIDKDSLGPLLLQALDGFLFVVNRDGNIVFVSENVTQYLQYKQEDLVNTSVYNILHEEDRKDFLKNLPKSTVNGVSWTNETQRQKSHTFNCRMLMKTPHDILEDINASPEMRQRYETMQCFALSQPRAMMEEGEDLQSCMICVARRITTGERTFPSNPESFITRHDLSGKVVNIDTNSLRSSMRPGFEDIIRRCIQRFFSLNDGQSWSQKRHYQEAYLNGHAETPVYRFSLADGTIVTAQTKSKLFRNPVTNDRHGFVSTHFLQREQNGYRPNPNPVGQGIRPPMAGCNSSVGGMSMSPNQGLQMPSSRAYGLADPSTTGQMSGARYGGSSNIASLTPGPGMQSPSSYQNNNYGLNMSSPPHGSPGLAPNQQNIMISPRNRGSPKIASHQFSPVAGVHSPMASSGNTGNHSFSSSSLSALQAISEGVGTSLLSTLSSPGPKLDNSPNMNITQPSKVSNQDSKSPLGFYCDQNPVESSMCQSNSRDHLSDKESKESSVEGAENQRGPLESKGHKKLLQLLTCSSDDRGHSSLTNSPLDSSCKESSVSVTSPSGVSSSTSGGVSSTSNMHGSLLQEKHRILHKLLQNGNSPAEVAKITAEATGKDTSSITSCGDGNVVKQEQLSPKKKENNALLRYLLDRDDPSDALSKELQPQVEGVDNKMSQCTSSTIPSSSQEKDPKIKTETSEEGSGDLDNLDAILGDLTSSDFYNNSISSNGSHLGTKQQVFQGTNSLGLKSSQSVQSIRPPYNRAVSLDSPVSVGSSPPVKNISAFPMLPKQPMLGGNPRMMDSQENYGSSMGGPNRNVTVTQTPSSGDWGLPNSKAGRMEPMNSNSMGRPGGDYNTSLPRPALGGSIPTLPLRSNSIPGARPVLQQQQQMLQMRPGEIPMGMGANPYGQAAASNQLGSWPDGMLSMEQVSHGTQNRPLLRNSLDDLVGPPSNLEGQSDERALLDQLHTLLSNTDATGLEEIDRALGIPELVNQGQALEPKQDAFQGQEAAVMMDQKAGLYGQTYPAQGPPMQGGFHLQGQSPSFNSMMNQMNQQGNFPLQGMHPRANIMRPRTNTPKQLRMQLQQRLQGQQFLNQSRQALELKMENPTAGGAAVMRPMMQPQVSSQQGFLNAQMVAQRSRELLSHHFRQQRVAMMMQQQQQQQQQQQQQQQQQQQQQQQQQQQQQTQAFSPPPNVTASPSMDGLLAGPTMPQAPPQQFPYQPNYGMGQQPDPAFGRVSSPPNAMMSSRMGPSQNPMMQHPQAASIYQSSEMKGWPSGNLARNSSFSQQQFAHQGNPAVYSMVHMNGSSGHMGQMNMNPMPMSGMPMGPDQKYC
SRC1 inh: human NCOA1 inhibition | Q15788 | HEK293 GAL4-SRC1 luciferase reporter, luminescence | inhibition, % at 3.6 µM | 360,000 tested, 0.12% active;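 active = inhibition above the campaign mean plus 3 SD, with each screening campaign given its own cutoff, cut at about 60% in these data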;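 also: 0% = DMSO treated cells and 100% = gossypol at 36 µM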
TLR9-MyD88 block: blocks human TLR9 binding to MyD88; Q9NR96+Q99836; CHO BLA complementation TLR9-MyD88, CCF4 FRET ratio; inhibition, % at 4.98 µM; 340,000 tested, 0.21% active; AID 504734;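 active = inhibition above the mean over all tested compounds plus 3 SD, cut at about 21% in these data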;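 also: 0% = DMSO only wells and 100% = clavulanate BLA inhibitor control wells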
MC4R ag barr: human MC4R agonism via beta-arrestin; P32245; U2OS MC4R beta-arrestin complementation, luminescence; percent of melanotan II response, DMSO zero; activation, % at 8.9 µM; 360,000 tested, 0.98% active; AID 540308;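 active = activation above a per-plate cutoff, the mean activation of sample wells on that plate plus 3 SD, cut at about 8% in these data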
COUP-TFII inh: blocks human COUP-TFII nuclear receptor; inhibition, % at 8.6 µM; AID 686940; 370,000 tested, 0.7% active; P24468; HEK293T NGFI-A luciferase reporter, luminescence;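 active = inhibition above a per-plate cutoff, mean inhibition of test wells between control levels plus 3 SD, cut at about 38% in these data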;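 also: cells cotransfected with COUP-TFII expression vector driving the NGFI-A reporter; 0% = median of COUP-TF2 test wells and 100% = reporter-only cells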
NOD2-RIPK2 inh: inhibitors of human NOD2-RIPK2 interaction; CHO BLA complementation NOD2-RIPK2, CCF4 ratio; 360,000 tested, 0.38% active; inhibition, % at 4.98 µM; in the data active = inhibition above about 21%;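 also: 0% = vehicle only and 100% = reference blocker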
NCOA2 inhibitor: inhibits human steroid receptor coactivator 2; Q15596; inhibition, % at 9 µM; 370,000 tested, 0.17% active; HEK293 GAL4-SRC2 luciferase reporter, luminescence; AID 651957;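 active = inhibition above the mean inhibition of all tested compounds plus 3 SD, set per campaign, cut at about 52% in these data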;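 also: 0% = DMSO treated cells and 100% = cells given Gossypol at 36 µM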
LMP1 NFkB inh: reduces LMP1-driven NF-kappaB luciferase signal; inhibition, % at 12.5 µM; LMP1-induced NF-kappaB luciferase reporter cells, luminescence; 350,000 tested, 0.69% active; in the data active = inhibition above about 41%;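 also: 0% = neutral control wells and 100% = reference inhibitor control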
MC4R antag cAMP: human MC4R antagonism in cAMP assay | P32245 | MC4R-expressing cells, MTII-stimulated cAMP, LANCE TR-FRET | inhibition, % at 6.5 µM | 360,000 tested, 0.48% active | AID 540295;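 active = inhibition above its plate's cutoff, the mean of tested wells on that plate plus 3 SD, cut at about 29% in these data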;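 also: 0% = Melanotan II alone and 100% = Melanotan II plus saturating MCL0020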
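System: U2OS-MC4R stable cell line; Technique: Eu-cAMP/anti-cAMP TR-FRET, emission 671 nm; Repeats: single well per compound; Also added: Melanotan II; Dosing: one concentration, 6.5 µM nominal; Schedule: 30-min compound, 1-h challenge, 1-h detection, room temperature.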
NR5A2 inv ag: inverse agonists of human LRH-1 (NR5A2) | O00482 | HEK293T StAR-luciferase reporter, LRH-1 transfected, 24 h | inhibition, % at 3.6 µM | 360,000 tested, 0.13% active | AID 602396;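 active = inhibition above the mean inhibition of all tested compounds plus 3 SD, cut at about 73% in these data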;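 also: 0% = DMSO wells and 100% = reporter-only cells lacking LRH-1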
An asterisk follows results filed as active; nt = no result given. These rows are one share of the data; count on the stated rates, not on these rows.

cpd	structure	ABHD5-PLIN5 inh	NCOA3 inh	SRC1 inh	TLR9-MyD88 block	MC4R ag barr	COUP-TFII inh
1	CCn1c(N2CCN(C(c3ccccc3)c3ccccc3)CC2)nc2c1c(=O)[nH]c(=O)n2C	-1	-4	-9	1	1.1	-5
2	COc1ccc2c(CCNC(N)=S)c[nH]c2c1	1	10	0	-1	-2.1	4
3	CCC(C)NC(=O)C1c2ccccc2C(=O)N1Cc1ccc(F)cc1 (configuration not stated)	2	0	10	2	-0.8	-7
4	CCOC(=O)Cc1csc(NC(=O)c2sc3nc4cc(C)ccc4cc3c2N)n1	0	-18	-20	3	39*	-2
5	C[C@H](CO)N1C[C@H](C)[C@@H](CN(C)Cc2ccccc2)Oc2c(NS(=O)(=O)c3ccccc3)cccc2C1=O	-11	-4	-34	8	0.2	0
6	CC(=O)N1CCc2cc(S(=O)(=O)CCC(=O)Nc3c(C)n(C)n(-c4ccccc4)c3=O)ccc21	-3	-1	-3	0	-0.5	-15
7	COc1cccc(CNc2ccc(N3CCCCC3)cc2)c1OC	-17	-15	-10	-4	1.9	1
8	Cc1cccnc1NC(=O)Nc1cccc(Cl)c1	-3	-87	-59	-6	1.5	-7
9	O=[N+]([O-])c1cccc(S(=O)(=O)N2CCCC2)c1	-5	10	5	-2	1.5	-11
10	Nc1nonc1-n1nnc(C(=O)N/N=C/c2ccccn2)c1CNc1ccccc1	-2	-22	-10	10	-2.7	8
11	COC(=O)c1ccc(COc2cccc3c2CCN(Cc2ccccc2)C3=O)o1	-3	-5	-21	-12	1.8	18
12	OCCNCc1cc(Br)ccc1OCc1ccccc1Cl	12	28	9	-1	1.7	30
13	O=C(O)CNC(=O)C(Cc1ccccc1)NC(=O)OCc1ccccc1 (configuration not stated)	0	9	2	0	2.1	-24
14	CS(=O)(=NS(=O)(=O)c1ccc(Cl)cc1)c1ccccc1 (configuration not stated)	-6	8	-18	1	-0.9	3
15	CC(=O)Nc1ccc(NC(=O)C2CCCN2S(=O)(=O)c2cccc3nsnc23)cc1 (configuration not stated)	-5	21	-16	-52	-3.0	-2

cpd	NOD2-RIPK2 inh	NCOA2 inhibitor	LMP1 NFkB inh	MC4R antag cAMP	NR5A2 inv ag
1	-6	-31	15	-1	5
2	2	-14	2	-2	6
3	-7	5	-18	11	7
4	-3	7	0	11	-26
5	4	-25	3	11	-37
6	0	-8	-2	6	-2
7	-10	12	-21	14	3
8	-2	-35	-25	0	-68
9	3	7	3	4	-10
10	9	16	6	4	7
11	-6	1	3	-3	14
12	9	-3	4	0	5
13	2	-20	-4	0	10
14	-7	14	8	1	-22
15	-4	14	7	-3	-6

Single records, from the list above. Order of values: ABHD5-PLIN5 inh, NCOA3 inh, SRC1 inh, TLR9-MyD88 block, MC4R ag barr, COUP-TFII inh, NOD2-RIPK2 inh, NCOA2 inhibitor, LMP1 NFkB inh, MC4R antag cAMP, NR5A2 inv ag
Record of O=C(O)CNC(=O)C(Cc1ccccc1)NC(=O)OCc1ccccc1 (configuration not stated) : 0, 9, 2, 0, 2.1, -24, 2, -20, -4, 0, 10
Record of COC(=O)c1ccc(COc2cccc3c2CCN(Cc2ccccc2)C3=O)o1 : -3, -5, -21, -12, 1.8, 18, -6, 1, 3, -3, 14

Copied from the list:
MC4R antag cAMP result of `Cc1cccnc1NC(=O)Nc1cccc(Cl)c1` is entered as 0
MC4R antag cAMP result of `CC(=O)N1CCc2cc(S(=O)(=O)CCC(=O)Nc3c(C)n(C)n(-c4ccccc4)c3=O)ccc21` is entered as 6

The results go on:
cpd	structure	ABHD5-PLIN5 inh	NCOA3 inh	SRC1 inh	TLR9-MyD88 block	MC4R ag barr	COUP-TFII inh
16	CCOc1ccccc1Nc1ncnc2ccccc12	4	23	18	-5	-1.3	-17
17	O=C(NCC1CC1)c1ccc(-n2ccnc2)c2ccoc12	-4	-16	-4	nt	-0.1	-26
18	COc1ccc(CCNC(=O)CC(NS(=O)(=O)c2ccc(NC(C)=O)cc2)C(C)C)cc1OC (configuration not stated)	3	-8	9	-6	-2.8	11
19	CCC1CCCCN1C(=O)Cn1c(C(=O)OC)cc2sc(Cl)cc21 (configuration not stated)	3	3	5	1	-1.4	7
20	CC(C)N1CC2=C(C1=O)C(c1ccc(O)cc1)NC(=O)N2C (configuration not stated)	4	12	-30	-17	-0.3	-8
21	COc1cc(C=NNc2ccccc2[N+](=O)[O-])cc(OC)c1OC	0	-13	-30	-2	-1.5	-18
22	O=C(CSc1nncs1)Nc1ccc(N2CCCCC2)cc1	0	-13	-31	-3	-2.4	-7
23	CC(NC(=O)c1cc(S(=O)(=O)N2CCOCC2)ccc1N1CCCC1)c1ccc(Cl)c(Cl)c1 (configuration not stated)	-5	10	15	-1	-3.2	11
24	COc1ccc(C2CC(c3ccccc3OC(=O)/C=C/c3ccccc3)=NN2C(C)=O)cc1 (configuration not stated)	-4	-50	-7	-5	-1.7	17
25	C=CCn1c(-c2cccc(Cl)c2)n[nH]c1=S	0	7	-7	4	-1.8	-4
26	CCN(CC)CCNC(=O)/C(=C/c1cn(C)c2ccccc12)NC(=O)c1ccc(OC)c(OC)c1	1	9	-5	2	-2.4	-7
27	Cc1ccc(NC(=O)CSc2ncn[nH]2)cc1S(=O)(=O)N1CCOCC1	1	3	6	5	-1.2	14
28	CCC(CC)N1CCN(C(=O)c2cc(OC)c(OC)c(OC)c2)CC1	7	-21	14	13	-0.8	12
29	CCN(CC)c1ccc(N/C(N)=N/c2nc(C(F)(F)F)cc(=O)[nH]2)cc1	-3	8	-43	5	-0.8	3
30	Cc1ccccc1NC(=O)c1cccc(N2C(=O)C3CCCCC3C2=O)c1 (configuration not stated)	0	-12	-4	-6	0.4	-13

cpd	NOD2-RIPK2 inh	NCOA2 inhibitor	LMP1 NFkB inh	MC4R antag cAMP	NR5A2 inv ag
16	6	2	10	4	10
17	0	-25	nt	11	1
18	2	4	1	9	-2
19	11	6	-2	-1	-23
20	-2	17	-12	1	5
21	-7	-48	-27	-3	-1
22	-1	-25	8	13	-29
23	3	5	-14	14	-7
24	-18	-5	-17	9	-10
25	-13	5	-4	12	-8
26	0	6	0	2	8
27	0	-4	2	15	-10
28	6	1	-8	2	-3
29	-7	9	-21	19	-2
30	3	3	12	27	-8

Among those listed so far, these have a furan ring, fused or not:
cpd	structure	ABHD5-PLIN5 inh	NCOA3 inh	SRC1 inh	TLR9-MyD88 block	MC4R ag barr	COUP-TFII inh
11	COC(=O)c1ccc(COc2cccc3c2CCN(Cc2ccccc2)C3=O)o1	-3	-5	-21	-12	1.8	18
17	O=C(NCC1CC1)c1ccc(-n2ccnc2)c2ccoc12	-4	-16	-4	nt	-0.1	-26

cpd	NOD2-RIPK2 inh	NCOA2 inhibitor	LMP1 NFkB inh	MC4R antag cAMP	NR5A2 inv ag
11	-6	1	3	-3	14
17	0	-25	nt	11	1

Other records.
cpd	structure	ABHD5-PLIN5 inh	NCOA3 inh	SRC1 inh	TLR9-MyD88 block	MC4R ag barr	COUP-TFII inh
31	Cc1cc(C(=O)NC(=S)Nc2ccccc2N2CCOCC2)ccc1[N+](=O)[O-]	0	14	14	0	-2.7	-6
32	CCOc1ccccc1C(=O)NCC(=O)NCC(C)(C)N1CCOCC1	0	-12	-3	-11	-1.5	-4
33	O=C(CNC(=O)c1cc(Cl)cc([N+](=O)[O-])c1)NC1CC1	7	-2	1	-2	-1.1	-5
34	CCOCCCn1c(=S)[nH]c2cc(C(=O)NC3CCCC(C)C3C)ccc2c1=O (configuration not stated)	11	9	-4	6	3.5	-25
35	O=C(NN=C1CCCC1)c1ccc(O)cc1O	3	-37	-36	4	-2.2	-31
36	COc1ccc(C2c3ccsc3CCN2C(C)=O)cc1 (configuration not stated)	9	4	9	-2	0.2	3
37	CCCCCCCN1C2=NCCCN2c2ccccc21	-3	34	12	-3	-0.8	-1
38	CSc1nnnn1-c1ccc(Cl)cc1	0	-1	19	4	-2.3	1
39	O=C1N=C(N2CCOCC2)S/C1=C\c1cccs1	2	10	-6	7	-1.2	13
40	CC1(C)CC(NC(=O)c2ccc(Cl)c(Cl)c2)CC(C)(C)N1	1	-8	1	6	-0.9	13
41	CO/N=C/c1ccc(N2CCN(C(=O)c3ccc(F)cc3)CC2)c([N+](=O)[O-])c1	-8	13	0	4	0.5	16
42	O=C(N[C@@H](Cc1ccccc1)C(=O)OCc1ccccc1)c1nc[nH]c1C(=O)N1CCc2ccccc2C1	-7	-19	-7	1	2.3	-2
43	Cc1ccc(C)c(NC(=S)NC23CN4CN(CN(C4)C2)C3)c1	-6	12	0	-3	-2.8	-5
44	CCOc1ccc(OCC)c(NC(=O)CSc2nnc(C3CC3)n2CC)c1	3	20	-11	-9	0.3	-1
45	NC(=O)c1ccccc1-c1nc(-c2ccccc2)no1	0	-26	-44	2	-2.2	-42

cpd	NOD2-RIPK2 inh	NCOA2 inhibitor	LMP1 NFkB inh	MC4R antag cAMP	NR5A2 inv ag
31	0	6	3	7	24
32	29*	-15	-5	-7	1
33	-1	-15	2	0	-1
34	-11	6	-3	7	-6
35	3	-19	4	1	-86
36	-7	-29	-1	13	-12
37	-9	19	3	6	22
38	-3	9	4	4	13
39	-7	-33	-11	-5	9
40	-5	-16	1	2	-8
41	0	-1	6	2	11
42	21	-21	-1	-8	-35
43	-13	-10	-4	9	4
44	-2	1	-1	0	-2
45	-3	-18	-2	8	-71

(continued)
cpd	structure	ABHD5-PLIN5 inh	NCOA3 inh	SRC1 inh	TLR9-MyD88 block	MC4R ag barr	COUP-TFII inh
46	Cc1cccc(N2CCN(S(=O)(=O)c3c(C)nc4scc(C)n4c3=O)CC2)c1C	5	6	12	-4	0.9	2
47	CCN1CCN(CCCNC(=O)CN2C(=O)c3cccnc3Oc3ccc(Cl)cc32)CC1	1	13	4	5	1.1	-4
48	CC(C)C(NS(=O)(=O)c1cccc2nsnc12)C(=O)NC1CCCCC1C (configuration not stated)	-1	1	1	-10	-0.2	nt
49	Cc1ccc(C(=O)N2CCCC(Nc3cccc(F)c3)C2)cc1N1CCNC1=O (configuration not stated)	0	-19	4	1	-1.2	-3
50	COc1ccc(OC(=O)c2ccncc2)cc1	-3	11	-19	-11	1.8	-18
51	COc1cc(CN2CCCC(C(=O)c3ccccc3SC)C2)cc(OC)c1 (configuration not stated)	7	19	-16	1	-0.2	3
52	O=Nc1ccc(NOC(=O)c2ccccc2)cc1	-1	10	11	-5	-1.7	-7
53	Cc1cccc(C)c1-n1cccc1/C=C1\SC(=S)N(c2cccc(C(=O)O)c2)C1=O	2	-7	-139	3	20*	11

cpd	NOD2-RIPK2 inh	NCOA2 inhibitor	LMP1 NFkB inh	MC4R antag cAMP	NR5A2 inv ag
46	-4	-11	11	-11	-1
47	-12	1	3	6	5
48	-4	nt	0	-6	9
49	-9	-16	-1	4	19
50	-1	13	-32	1	-19
51	-8	16	10	3	16
52	1	-4	-13	-6	-4
53	-9	-3	-11	37*	-72
